Bioassay records deposited in PubChem BioAssay by several laboratories.
Tat export inh: inhibitors of E. coli Tat protein transport | E. coli MC4100 TorA-mCherry Tat export, fluorescence | inhibition, % at 10 µM | hit rate 0.036% among 340,000 | AID 488895;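 active means mean replicate inhibition at least 50% and at least half of replicates individually reaching 50%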;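 further: exported cargo escapes ClpAP degradation while cytoplasmic cargo is degraded and loses fluorescence; 0% = median of neutral control wells and 100% = median of NaSCN control wells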
MOR-DOR inv ag: inverse agonists of human mu-delta opioid receptor heterodimerization | cell-based MOR-DOR heterodimer luminescence, inverse agonism | inhibition, % at 9.3 µM | hit rate 0.21% among 340,000; in the data active means inhibition above about 22%, passing the limit was not always enough;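 further: 0% = cells with DMSO and 100% = wells without cells with DMSO; values of inactives mirror those of a sister screen read the other way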
Target sequence (P35372 whole entry, looked up): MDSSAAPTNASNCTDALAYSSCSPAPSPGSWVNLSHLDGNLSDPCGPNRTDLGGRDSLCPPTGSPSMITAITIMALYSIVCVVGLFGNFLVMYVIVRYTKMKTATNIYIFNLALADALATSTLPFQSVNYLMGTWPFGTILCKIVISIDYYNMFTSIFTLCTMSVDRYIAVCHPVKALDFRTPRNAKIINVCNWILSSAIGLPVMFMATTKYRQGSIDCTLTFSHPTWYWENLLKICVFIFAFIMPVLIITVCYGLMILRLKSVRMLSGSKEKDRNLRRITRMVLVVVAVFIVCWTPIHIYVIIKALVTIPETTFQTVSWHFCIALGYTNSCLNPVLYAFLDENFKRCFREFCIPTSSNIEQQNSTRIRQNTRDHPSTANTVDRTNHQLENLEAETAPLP
Target sequence (P41143 whole entry, looked up): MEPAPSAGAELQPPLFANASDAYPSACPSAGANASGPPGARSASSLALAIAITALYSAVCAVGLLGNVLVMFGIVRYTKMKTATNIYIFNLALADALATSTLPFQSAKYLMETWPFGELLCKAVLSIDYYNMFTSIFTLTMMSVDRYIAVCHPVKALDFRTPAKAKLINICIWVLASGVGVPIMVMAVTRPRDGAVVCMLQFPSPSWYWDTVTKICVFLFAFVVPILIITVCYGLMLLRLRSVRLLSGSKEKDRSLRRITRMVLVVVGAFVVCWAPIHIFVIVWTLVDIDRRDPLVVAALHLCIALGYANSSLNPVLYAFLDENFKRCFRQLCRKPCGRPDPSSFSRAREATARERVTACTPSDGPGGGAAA
Arr AP2 block: blocks beta-arrestin peptide binding to AP2 adaptin; FITC-arrestin peptide / GST-AP2 beads, flow cytometry; AP2 beta2 appendage carries R879A mutation; hit rate 0.31% among 340,000; AID 504490; inhibition, % at 10 µM;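 active means inhibition above a set limit, near 3 SD of compounds lacking own fluorescence, cut at about 54% in these data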;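 further: plate controls were DMSO wells for no effect and 5 µM unlabelled arrestin peptide for full effect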
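test system = AP2 appendage R879A on GSH beads | buffer or medium = PBS plus Tween 20 (0.05%) and BSA (0.1%) | incubation = 12 min plus 1 h, RT | detection = bead flow cytometry, FITC channel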
AddAB inh: less growth of phage-infected E. coli with AddAB; hit rate 0.29% among 330,000; E. coli expressing H. pylori AddAB, absorbance growth; inhibition, % at 11.9 µM; in the data active means inhibition above about 12%;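 further: 0% = vehicle wells of infected cells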
E coli growth: counter-screen for AddAB inhibitors: E. coli growth inhibition. inhibition, % at 11.9 µM. E. coli V3065 growth, OD600 absorbance, 18 h. hit rate 0.27% among 330,000;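 active means inhibition above the campaign's mean inhibition across all tested compounds plus 3 SD, cut at about 9.9% in these data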;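 further: uninfected addAB+ strain grown without phage in ampicillin broth; 0% = DMSO wells and 100% = ciprofloxacin 0.95 µg/ml wells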
PKA-R1A act: activators of PKA-R1A complex. P00514+P68181. PKA-R1A dissociation, Cy5-IP20 fluorescence polarization; scaled: DMSO 0%, 113 µM cGMP 100%. activation, % at 11.4 µM. hit rate 0.083% among 340,000. AID 504707;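 active means percent activation above the mean of all tested compounds plus 3 SD, cut at about 19% in these data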;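 further: higher means more PKAc released from R1A so a rise in polarization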
PfHsp90 yeast 2: reduces growth (ATP signal) of yeast expressing P. falciparum Hsp90; S. cerevisiae expressing PfHsp90, BacTiter-Glo ATP, 48 h; yeast lacking PDR1 and PDR3 efflux regulators; inhibition, % at 9.4 µM; AID 504621; hit rate 0.32% among 310,000;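 active means every replicate shows inhibition above about 80%, whatever the replicate mean, limit read from the data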;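 further: 0% = DMSO neutral controls and 100% = 20 µM radicicol positive controls; yeast relying on Plasmodium falciparum Hsp90 in place of its own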
SUMO Mot1 rescue: blocks SUMOylation pathway, rescuing yeast Mot1-301 growth; S. cerevisiae Mot1-301 growth rescue, ATP luminescence, 38.5C; percent above DMSO median, 100 means doubled; hit rate 1% among 320,000; growth rescue, % at 18.8 µM; AID 2716;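 active means every valid replicate shows activation above 250% relative to neutral control wells; inactive means the rest, any valid replicate at or below 250%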;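 further: OY570 slx delta 5 strain wells were the positive control but not used for scaling; some compounds called inactive have numbers as strong as hits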
OPRM1-OPRD1 ag: agonists of human mu-delta opioid receptor heterodimerization. hit rate 0.3% among 340,000. cells, OPRM1-OPRD1 heterodimerization, luminescence. activation, % at 9.3 µM. AID 504326; in the data active means activation above about 18%;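 further: 0% = vehicle-treated cells and 100% = reference agonist; values of inactives mirror those of a sister screen read the other way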
DSG3 Ab inh: inhibitors of pemphigus antibody binding to human desmoglein-3; P32926; DSG3-coupled beads, scFv-anti-DSG3-GFP binding, flow cytometry; active compounds read low; binding (percent of control), % at 10 µM; hit rate 0.48% among 310,000; AID 588358;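 active means binding more than 3 SD below its plate's average and above zero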;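 further: hits lower antibody fragment binding to DSG3; some compounds called inactive have numbers as strong as hits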
phage Ecoli inh: E. coli growth loss with phage present. hit rate 0.26% among 360,000. growth absorbance. AID 651602. inhibition, % at 11.9 µM; in the data active means inhibition above about 11%
Starred values were filed as active, the others as inactive; i = inactive; . = no result given.

Sample of the layout:
SMILES	Tat export inh	MOR-DOR inv ag	Arr AP2 block	AddAB inh	E coli growth	PKA-R1A act	PfHsp90 yeast 2	SUMO Mot1 rescue	OPRM1-OPRD1 ag	DSG3 Ab inh	phage Ecoli inh
Cc1ccc(/C=N/N=C2/NC(=O)C(CC(=O)N3CCOCC3)S2)cc1 (centres undefined)	3	8	-3	0.4	0.8	-1	16	-9	-1.6	100	1.1
COc1ccc(OCc2nnc(SC(C)C(=O)Nc3nccs3)n2-c2ccccc2)cc1 (centres undefined)	8	9	0	1.1	-0.3	-11	23	-19	-1.6	105	2.4

The whole of this part, from the first entry:
SMILES	Tat export inh	MOR-DOR inv ag	Arr AP2 block	AddAB inh	E coli growth	PKA-R1A act	PfHsp90 yeast 2	SUMO Mot1 rescue	OPRM1-OPRD1 ag	DSG3 Ab inh	phage Ecoli inh
Cc1ccc(/C=N/N=C2/NC(=O)C(CC(=O)N3CCOCC3)S2)cc1 (centres undefined)	3	8	-3	0.4	0.8	-1	16	-9	-1.6	100	1.1
COc1ccc(OCc2nnc(SC(C)C(=O)Nc3nccs3)n2-c2ccccc2)cc1 (centres undefined)	8	9	0	1.1	-0.3	-11	23	-19	-1.6	105	2.4
COc1cc(OC)c(OC)cc1/C=N/Nc1ccc(Cl)nn1	-4	9	8	.	.	2	-12	-6	-1.9	101	2.0
Cc1ccc(-c2csc3ncnc(Nc4ccc(N5CCOCC5)cc4)c23)cc1	14	-13	10	-0.1	-1.3	1	-54	11	2.4	89	2.2
O=C(CSCc1cccc(Br)c1)N=Nc1c(O)[nH]c2ccccc12	4	-9	22	-2.2	-3.8	-5	.	-4	1.6	.	2.6
O=C(CCN1CCOCC1)N1CCc2c([nH]c3ccccc23)C1c1cccc(Cl)c1 (centres undefined)	-7	9	-4	0.5	-2.8	3	-33	-13	-1.3	88	4.1
COc1ccc(/C=C/C(=O)C2CC2)cc1Cn1nc(C)c([N+](=O)[O-])c1C	5	16	-3	-0.8	-1.5	-3	3	684	-2.3	93	2.7
Cc1oc(-c2ccc(Cl)cc2)nc1CN1CCCN(C(=O)c2ccco2)CC1	-2	-8	-4	2.8	-2.6	-10	5	10	1.6	104	-0.3
Cc1ccc(Cn2ccc(NC(=O)c3nn(C)cc3[N+](=O)[O-])n2)cc1	-7	3	3	2.4	-0.2	-13	-10	15	-0.5	82	3.6
CC(=O)Nc1ccc(C(=O)NNC(=O)c2ccccc2-n2cccc2)cc1	-7	5	6	2.4	3.0	-12	-1	4	-1.4	.	6.3
Cn1c(CNC(=O)c2cccs2)nnc1SCC(=O)Nc1ccccc1	-12	6	-8	0.3	-3.1	-4	19	-4	-1.0	97	2.8
COc1cc(/C=N/NC(=O)C(N)=O)ccc1OCC(=O)N1C(C)CCCC1C (centres undefined)	9	6	-16	2.2	-1.2	-14	24	5	-1.1	110	1.6
Cc1ccc(Nc2nc(N)nc(CSc3nccn3C)n2)cc1	-1	0	5	5.1	8.8	5	5	6	0.0	71	5.1
O=C(/C=C/c1ccc(Cl)c([N+](=O)[O-])c1)Nc1cccnc1	1	-9	-2	0.3	2.1	3	7	13	1.6	83	3.0
CCc1nn(CC(=O)N2CCN(C)CC2)c(=O)c2cccn12	5	9	-1	2.4	-1.1	-1	-2	-28	-1.6	97	1.6
CC1CN(CCOc2ccccc2[N+](=O)[O-])CC(C)O1 (centres undefined)	6	10	27	5.5	-1.6	-11	.	20	-2.0	119	2.6
N#CC1=C(N)N=C(SCc2cccc3ccccc23)C(C(N)=O)C12CCCCC2 (centres undefined)	12	27	-2	-0.5	-0.5	-11	32	-17	-5.1	96	3.7
O=C(OCCOc1cccc(Cl)c1)c1cc(S(=O)(=O)N2CCOCC2)ccc1F	9	-19	4	0.7	-3.0	6	.	-27	3.6	104	-0.3
COCCCNC(=O)C[C@H]1C[C@H](C(=O)N2CCCCC2)[C@@]2(C)c3[nH]c4ccc(Cl)cc4c3CCN2C1=O	-5	18	-1	-0.7	1.1	-2	18	.	-3.6	107	-0.5
COc1ccc([N+](=O)[O-])cc1-c1[nH]c(-c2ccc(C(=O)O)cc2)nc1-c1ccccc1	3	16	36	0.5	0.2	2	0	28	-3.3	113	-1.7
COc1ccc(CCNC(=O)Cn2cnc3c(cnn3-c3ccccc3Cl)c2=O)cc1OC	3	7	-4	0.5	-1.1	-3	-2	85	-1.4	102	1.6
c1ccc(-c2cc3c(N4CCCC4)ncnc3s2)cc1	-5	-9	-4	2.3	0.6	-3	0	i	1.2	86	1.7
Cc1ccc(NS(=O)(=O)c2ccc(NC(=O)c3cccc(NC(=O)C(C)C)c3)cc2)cc1	1	6	1	4.5	0.0	6	24	243	-1.0	111	-0.8
COc1ccc(NS(=O)(=O)c2cccc(C(=O)N/N=C(/C)c3ccc(-n4ccnc4)cc3)c2)cc1	-14	11	29	.	.	0	-5	.	-2.1	92	1.9
CCN=C1SC(CC(=O)NCCc2ccc(OC)cc2)C(=O)N1CC (centres undefined)	-4	0	-2	0.8	0.4	-10	38	-13	0.0	.	2.5
Nn1cnc2scc(-c3cccs3)c2c1=O	-11	6	41	2.0	-2.4	0	5	5	-1.3	101	4.9
O=C(CNC(=O)c1ccccc1Br)NCC(c1ccco1)N1CCCCC1 (centres undefined)	-4	8	66*	.	.	-3	0	.	-1.5	98	2.0
Fc1ccccc1COc1ccc(C(=S)N2CCCC2)cc1	-4	-11	35	-0.6	0.8	2	-15	-20	2.2	116	1.8
CC(=O)NNC(=O)c1nc(-c2ccccc2)c(C)o1	-1	11	35	1.6	-0.6	7	-41	-11	-2.3	.	3.8
O=C(O)c1ccccc1C(=O)Nc1cc(C(F)(F)F)ccc1N1CCCC1	-1	-16	24	2.0	2.2	-4	-5	-6	3.2	92	1.6
CC(C)(O)C(=O)NN(C(=O)c1ccccc1)c1ccc2ccccc2c1	-4	-1	-4	3.3	-0.2	-3	31	-5	0.3	.	.
CCn1c(=O)c(C(=O)Nc2ncccc2C)c(O)c2ccccc21	1	7	-10	3.7	-1.0	0	35	207	-1.4	99	1.1
CCCNC(=O)Cn1nc([N+](=O)[O-])c([N+](=O)[O-])c1C	-3	0	-10	1.6	-0.3	1	-8	-10	0.0	104	3.6
COc1ccc(S(=O)(=O)N(C)c2ccc(C(=O)Nc3cccnc3)cc2)cc1	-7	0	10	0.6	0.3	-3	-2	0	0.0	100	2.9
COCCN(C(=O)COC(=O)Cc1cccc(OC)c1)c1c(N)n(CC(C)C)c(=O)[nH]c1=O	-7	14	46	-0.5	1.5	-4	6	-14	-3.0	104	3.0
N/C(CSc1ccc(Cl)cc1)=N\NC(=O)c1ccncc1	5	9	26	-1.2	-2.4	0	-3	-1	-1.6	100	4.0
O=[N+]([O-])c1cccc(CSc2nnc(Cc3ccccc3)n2-c2ccc(F)cc2)c1	8	-4	6	2.1	-2.2	-10	-58	7	0.8	.	4.1
Nc1cc(=O)[nH]c(SCc2ccc(Cl)cc2)n1	0	20	-3	3.9	1.1	11	8	-3	-3.3	.	4.0
C[C@@]12C(=O)Nc3ccc(Cl)cc3C(=O)N1[C@H]1c3cc(Br)ccc3OC[C@@H]1[C@@H]2c1ccccc1	-1	-8	43	2.6	0.8	-3	-10	-16	1.4	101	3.1
O=C(COc1ccc2c(c1)OCO2)NCc1cccs1	-7	15	34	-0.3	0.2	-16	-11	1	-3.5	97	2.7
COc1ccc(CNc2nc(SCc3cc(=O)n4cc(Cl)ccc4n3)nc3ccccc23)cc1	-3	7	19	3.0	-0.3	2	-23	-15	-1.3	89	5.2
CC1CC(C)CN(S(=O)(=O)c2ccc3c(c2)CCN3C(=O)CCC(=O)O)C1 (centres undefined)	-1	-1	48	4.2	-3.8	-3	22	100	0.1	104	.
CCN(CC)S(=O)(=O)c1ccc(Cl)c(NC(=O)COC(=O)C2CCCCC2)c1	23	-12	-4	0.9	0.3	-5	4	-12	3.0	.	0.8
O=C(COC(=O)COc1ccccc1)Nc1ccccc1OC(F)F	6	14	1	2.7	1.8	1	13	-2	-2.6	102	2.5
O=C(O)CCC(=O)N1CCc2c([nH]c3ccccc23)C1C(F)(F)F (centres undefined)	-2	7	4	1.7	1.4	-3	1	2	-1.6	96	2.3
CCOC(=O)c1[nH]c2cc3c(cc2c1NC(=O)CN1CCC(C)CC1)OCO3	7	-4	-2	-2.0	-1.7	-6	-1	5	0.7	89	1.3
Cc1cc(C)nc(SC2CCCCC2O)n1 (centres undefined)	-10	9	1	2.3	0.6	3	1	-25	-1.6	98	0.8
N=c1sccn1CC(=O)Nc1cc(S(=O)(=O)N2CCCC2)ccc1Cl	-13	11	-6	0.2	0.5	-8	-5	-8	-2.3	.	2.3
Cc1ccccc1CSc1nc2n(n1)C(c1cccs1)C1=C(CCCC1=O)N2 (centres undefined)	4	11	-12	2.2	0.2	-5	10	-3	-2.3	103	2.1
N#C/C(=C/c1cn(-c2ccccc2)nc1-c1cccc(S(=O)(=O)N2CCOCC2)c1)C(=O)NCc1ccco1	-3	5	99*	0.2	0.1	-14	-13	-2	-0.9	89	2.4
The list goes on.
SMILES	Tat export inh	MOR-DOR inv ag	Arr AP2 block	AddAB inh	E coli growth	PKA-R1A act	PfHsp90 yeast 2	SUMO Mot1 rescue	OPRM1-OPRD1 ag	DSG3 Ab inh	phage Ecoli inh
CCCN1CCN(CCCNC(=O)c2ccc3nc(N4CCC(C)CC4)sc3c2)CC1	-1	12	-5	-0.6	0.6	-4	-18	3	-2.1	102	2.1
CCOCCCNC(=O)c1cn(C)c2ccc(S(=O)(=O)N3CCCCC3)cc2c1=O	3	6	8	3.4	-1.4	-11	-4	5	-1.1	97	0.0
NC(=O)C1=C[C@@H](c2csc3ccccc23)C[C@@H](OCc2ccc(CO)cc2)O1	14	1	-1	-1.5	-0.7	-3	5	-13	-0.2	110	2.5
O=C(CCCCCN1C(=O)c2ccccc2C1=O)Nc1ccc(F)cc1	0	-2	27	-0.3	-0.1	-1	1	217	0.3	75	1.1
CCc1c(O)c(-c2ccccc2)c(=O)n(-c2ccccn2)c1-c1ccccc1	-6	10	17	0.6	-2.6	-8	-6	-17	-2.1	112	0.4
COc1cc(C2/C(=C(/O)c3ccc(F)cc3)C(=O)C(=O)N2CCCC(=O)O)ccc1O (centres undefined)	-2	15	26	-0.9	-1.4	-7	.	-2	-2.6	103	-0.1
CCC(=O)Nc1cccc(-c2nc3ccccc3o2)c1	-3	4	1	5.0	2.6	1	3	10	-0.7	102	1.6
CCS(=O)(=O)C1=NN2C(=N)/C(=C\c3ccc(SCc4ccco4)o3)C(=O)N=C2S1	-22	-67	-8	.	.	5	0	.	9.4	103	3.1
COc1ccc2c(c1)CC(N1CCN(C)CC1)c1cc(OC)ccc1S2 (centres undefined)	25	-17	15	3.6	-2.7	-10	-2	-15	3.5	117	1.7
